# RGS4 pot = RGS4 potentiation or activation. HEK293 M3R/inducible RGS4, carbachol calcium flux Fluo4; hits give low values. B-score at 10 µM. 310,000 tested, 0.92% active. AID 463111;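 active means B-score of the integrated calcium signal more than 4 SD below the library mean, with starting fluorescence not abnormally high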;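 further: negative B-score means reduced calcium response which marks RGS4 activation or potentiation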
#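 System: HEK293 FlpIn-TREx cells, stable M3R, doxycycline-inducible RGS4. Timing: overnight RGS4 induction, 30 min dye load 37 °C, 20 min compound RT. Also added: carbachol, ECmax concentration. Measured by: Fluo4 fluorescence kinetic imaging of calcium. Evaluation: integrated calcium ratio converted to B score.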
# KCNQ1 pot = potentiators or activators of human KCNQ1 potassium channel | B-score at 10 µM | 310,000 tested, 0.35% active | CHO-K1 KCNQ1, thallium flux FluxOR fluorescence; hits give high values | P51787;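 active means fluorescence ratio B-score, a plate-corrected score, at least three library SD, with initial intensity B-score within 5 SD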
#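 assay system = KCNQ1-transfected CHO-K1 cells | medium = assay buffer with matched DMSO | probe or stimulus = depolarizing K+/Tl+ stimulus, K2SO4 and Tl2SO4 each 12.5 mM in 5x stock | dosing = single dose | incubation = dye 90 min, compound 20 min, room temperature | detection = kinetic FluxOR fluorescence, 10 s baseline plus 110 s post-stimulus | evaluation = ratio B score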
# KCNQ1 block = inhibitors of human KCNQ1 potassium channel; P51787; CHO-K1 KCNQ1, FluxOR thallium flux fluorescence; hits give high values; B-score at 10 µM; 310,000 tested, 1.3% active;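 active means compounds whose thallium flux B-score, printed positive for inhibition, exceeds three library SD while starting fluorescence stays within three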;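 further: channel opened by potassium depolarization with thallium stimulus after 20 min compound exposure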
# KCNK3 inh = human KCNK3 channel inhibition, primary screen; AID 602410; 340,000 tested, 0.84% active; O14649; B-score at 10 µM; CHO-KCNK3 thallium flux, FluxOR fluorescence; hits give low values;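 active means B-score under library mean minus 4 SD, starting fluorescence ratio at most library mean plus 5 SD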;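 further: more negative B-score means stronger inhibition of thallium flux through KCNK3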
# Target sequence (O14649 whole entry, looked up): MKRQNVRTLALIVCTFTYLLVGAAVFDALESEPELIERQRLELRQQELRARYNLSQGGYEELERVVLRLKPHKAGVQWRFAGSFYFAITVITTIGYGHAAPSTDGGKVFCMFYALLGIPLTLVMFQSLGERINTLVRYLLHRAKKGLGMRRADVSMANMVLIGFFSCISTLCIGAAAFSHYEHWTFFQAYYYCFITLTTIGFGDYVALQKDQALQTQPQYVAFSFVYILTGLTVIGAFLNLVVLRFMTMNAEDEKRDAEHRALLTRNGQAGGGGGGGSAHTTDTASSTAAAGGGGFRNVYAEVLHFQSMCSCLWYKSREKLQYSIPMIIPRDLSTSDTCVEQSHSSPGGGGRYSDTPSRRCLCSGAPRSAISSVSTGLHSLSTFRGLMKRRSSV
# GSK3A inh = blocks human GSK-3 alpha kinase; 320,000 tested, 0.1% active; AID 2650; ADP-Glo luminescence, 60 min; inhibition, % at 10 µM;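 in the data active means inhibition above about 50%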;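 further: GST-tagged GSK-3 alpha with peptide substrate and 25 µM ATP; 0% = DMSO neutral wells and 100% = GW8510 positive control wells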
# Target sequence (P49840 whole entry, looked up): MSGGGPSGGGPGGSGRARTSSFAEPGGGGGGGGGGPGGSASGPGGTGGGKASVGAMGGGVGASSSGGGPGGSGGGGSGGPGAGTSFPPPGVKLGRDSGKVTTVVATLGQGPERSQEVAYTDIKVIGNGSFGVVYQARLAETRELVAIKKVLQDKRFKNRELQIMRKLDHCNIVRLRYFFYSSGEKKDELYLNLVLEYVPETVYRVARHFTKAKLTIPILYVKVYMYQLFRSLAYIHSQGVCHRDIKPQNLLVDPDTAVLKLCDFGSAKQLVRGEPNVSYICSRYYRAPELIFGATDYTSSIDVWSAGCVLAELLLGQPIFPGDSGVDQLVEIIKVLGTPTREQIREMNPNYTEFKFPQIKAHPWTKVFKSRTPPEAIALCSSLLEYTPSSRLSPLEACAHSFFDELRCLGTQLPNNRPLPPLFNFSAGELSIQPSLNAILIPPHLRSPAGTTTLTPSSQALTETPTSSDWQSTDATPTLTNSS
# RGS4 inh = inhibitors of human RGS4 | B-score at 10 µM | 310,000 tested, 0.45% active | HEK293 M3R/RGS4 inducible, Fluo-4 calcium flux; hits give high values; triggered by carbachol at its EC20 | P49798;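 active means B-score, a plate-corrected calcium signal, over three deviations above library mean, with baseline fluorescence within five deviations of library mean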;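 further: RGS4 expression induced by doxycycline in cells with stable M3 receptor; B-score is computed from the integrated fluorescence ratio over baseline after carbachol; higher B-score means a larger calcium signal and so more RGS4 inhibition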
# Target sequence (P49798 whole entry, looked up): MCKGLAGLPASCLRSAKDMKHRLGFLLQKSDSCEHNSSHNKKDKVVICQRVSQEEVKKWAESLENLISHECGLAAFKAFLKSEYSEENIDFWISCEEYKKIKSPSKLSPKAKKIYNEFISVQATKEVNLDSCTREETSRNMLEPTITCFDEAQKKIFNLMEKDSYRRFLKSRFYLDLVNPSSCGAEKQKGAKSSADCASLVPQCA
# PolyA inh = blocks polyadenylation in yeast reporter cells; S. cerevisiae SKY197-pL101 polyadenylation reporter, beta-gal luminescence; efflux-impaired pdr1/pdr3 knockout yeast; score 100 = 6 SD above DMSO; calls only at 12 µM; 300,000 tested, 0.02% active; AID 1875;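 active means lowest replicate activity score at least 50, where 100 means six control SD above control mean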;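 further: yeast exposed to compound for 9 h at 30 °C; higher score means more reporter readthrough which indicates perturbed polyadenylation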
# GSK3B inh = inhibitors of human GSK3beta kinase; 300,000 tested, 0.038% active; GST-GSK3beta kinase, ADP-Glo luminescence, 60 min; hits give low values; activity score (negative = inhibition), % at 10 µM; AID 2097; P49841;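 active means more than half of replicate wells score below -50%, meaning over 50% inhibition versus plate controls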;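 further: 0% = median DMSO wells and -100% = median GW8510 positive control wells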
#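 test system = GST-tagged human GSK3beta kinase, cell-free | reagent = 25 µM ATP with peptide substrate | dosing = one dose of 10 µM per compound | schedule = 60 min reaction, RT | detection = luminescent ADP-Glo measurement of ADP formed | control set = DMSO neutral wells and GW8510 at 20 µM as positive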
# DYRK1A inh = Dyrk1A (rat) kinase inhibition | ADP-Glo luminescence, NFATc1 peptide | inhibition, % at 12.5 µM | Q63470 | 310,000 tested, 0.43% active; in the data active means inhibition above about 50%;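 further: plate controls were vehicle with enzyme for no effect and no enzyme for full effect; many of its hits are not listed in these tables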
# hERG rescue = shields human hERG channel from block by proarrhythmic agents; Q12809; CHO-hERG, FluxOR thallium flux, dofetilide IC70 present; activation (rescue from dofetilide block), less the hit threshold, % at 10 µM; 310,000 tested, 0.51% active; AID 1511;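 active means activation above the mean of controls blocked by dofetilide plus 5 SD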;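 further: thallium influx through hERG after potassium depolarization seen as dye fluorescence rise; in these data hits start at about 4.7%; inactives centre near -7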
# KCNK9 inh = blocks the human KCNK9 two-pore domain potassium channel; HEK293 KCNK9, FluxOR thallium flux fluorescence; hits give low values; 310,000 tested, 1.2% active; AID 488922; B-score at 10 µM; Q9NPC2;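 active means ratio B-score over 3 SD below the library mean, with starting fluorescence within 5 SD of its mean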;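 further: negative B-score means less thallium flux so channel inhibition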
# An asterisk follows results filed as active; i = inactive; · = not tested or not shown.
SMILES,RGS4 pot,KCNQ1 pot,KCNQ1 block,KCNK3 inh,GSK3A inh,RGS4 inh,PolyA inh,GSK3B inh,DYRK1A inh,hERG rescue,KCNK9 inh
CCOc1ccc(CCNC(=O)C(CC)n2nc(C)n3c(cc4sccc43)c2=O)cc1OCC (configuration not stated),i,i,i,i,8,i,i,3,-10,0,i
O=C1Nc2ccc(Cl)cc2/C1=C/C1CC=CCC1 (configuration not stated),i,i,i,i,0,i,i,1,0,-8,i
CN1C(=O)N(C)C2CC1N(C)C(=O)N2C,i,i,i,i,-2,i,i,0,-2,-4,i
O=c1nc(/C=C/c2cccn2-c2ccc([N+](=O)[O-])cc2)cc(C(F)(F)F)[nH]1,i,i,i,i,-4,i,i,1,-8,-7,i
Cc1ccc(NC(=O)[C@@H]2CCC(=O)N2C2OC(=O)c3ccccc32)cc1Cl (some centres not stated),i,i,i,i,-2,i,i,1,13,-4,i
CC(Sc1nnc(-c2ccccc2F)n1C1CC1)C(=O)NC(N)=O (configuration not stated),i,i,i,i,-2,i,i,2,0,-4,i
Cc1ccc(OCCn2c(C)c(/C=N/n3cnnc3)c3ccccc32)cc1,i,i,i,i,2,i,i,0,-1,-7,i
O=C(NCCc1ccccc1)C1CCCN1S(=O)(=O)c1ccc(F)cc1 (configuration not stated),i,i,i,i,-5,i,i,3,-6,-11,i
CCC(=O)N1CCN(c2nc(CC)nc3sc4c(c23)CCCC4)CC1,i,i,i,i,-3,i,i,-1,15,2,i
CCNC(=O)N1CCC(n2nccc2NC(=O)CCOc2ccccc2)CC1,i,i,i,i,-1,i,i,15,-6,-9,i
COC(=O)/C(=C\c1ccc(O)cc1)c1nc2ccccc2[nH]1,i,i,i,i,0,i,i,3,-1,1,i
COc1ccccc1CN1CC(C(=O)N2CCOCC2)CCC1=O (configuration not stated),i,i,i,i,0,i,i,1,0,-14,i
C=CCN1C(=O)C2(OCCCO2)c2cccc(Cl)c21,i,i,i,i,-3,i,i,3,-5,-2,i
Cc1cccc(Nc2nc(-c3ccc(F)cc3)cs2)n1,i,i,i,i,1,i,i,·,4,-3,i
CC(C)(C)OC(=O)NNC(=O)c1cccs1,i,i,i,i,-1,i,i,-1,-6,-1,i
CCOC(=O)N1CCN(c2nc(C)cc(C(F)(F)F)n2)CC1,i,i,i,i,-1,i,i,1,5,-12,i
O=C(Oc1ccc2ccc(OC(=O)N3CCOCC3)cc2c1)N1CCOCC1,i,i,i,i,-1,i,i,-2,-1,-4,i
COc1ccc(CNC(=O)C/C(C)=N/NC(=O)COc2ccc(C)cc2Br)cc1,i,i,i,i,-2,i,i,2,-5,-4,i
COCCNC(=O)c1nc2ccccc2s1,i,i,i,i,1,i,i,0,-5,-7,i
CC(=O)N1CCCc2cc(S(=O)(=O)CCC(=O)N3CCN(c4ccccc4)CC3)ccc21,i,i,i,i,-2,i,i,-4,10,-9,i
CCOC(=O)C1(O)CC(C)=NN1C(=O)c1cccc(Cl)c1 (configuration not stated),i,i,i,i,3,i,i,-12,-4,-2,i
O=C(Oc1ccc2c(=O)c(Oc3ccc4ccccc4c3)coc2c1)c1cccnc1,i,i,i,i,-2,i,i,3,-4,-4,i
Cn1ccnc1SCC(=O)Nc1cc(C(F)(F)F)ccc1N1CCOCC1,i,i,i,i,0,i,i,-1,10,-8,i
Cc1ccc(S(=O)(=O)NC(=O)N2CCN(Cc3c(F)cccc3Cl)CC2)cc1,i,i,i,i,-2,i,i,1,-2,-8,i
CCCS(=O)(=O)N1CCC(Cc2ccc(OC)cc2)(C(=O)OCC)CC1,i,i,i,i,-2,i,i,-2,-3,-8,i
O=C(NC1CC1)C1=C[C@@H](c2ccc(C(F)(F)F)cc2)C[C@@H](OCc2ccc(CO)cc2)O1,i,i,i,i,0,i,i,4,-5,-2,i
CCN(Cc1cc2ccccc2[nH]c1=O)S(=O)(=O)c1ccc(OC)cc1,i,i,i,i,0,i,i,0,-7,-3,i
CCOC(=O)c1c(-c2ccc(OC)cc2)nc2nonc2c1N,i,i,i,i,·,i,i,-1,-6,-11,i
CC1CCN(C(=O)CCNS(=O)(=O)c2ccc3c(c2)c(=O)n(C)c(=O)n3C)CC1,i,i,i,i,-2,i,i,2,2,-6,i
O=c1ccc(Cc2ccc(Cl)cc2)n[nH]1,i,i,i,i,2,i,i,-1,-4,-3,i
CC(Oc1ccc(F)cc1)C(O)CCN(C)C (configuration not stated),i,i,i,i,-2,i,i,2,1,-14,i
Cc1c(N2C(=O)CSC23C(=O)Nc2ccccc23)c(=O)n(-c2ccccc2)n1C (configuration not stated),i,i,i,i,1,i,·,1,0,-5,i
CCOc1ccc(Cc2n[nH]c(=S)n2Cc2ccccc2)cc1,-8.8*,i,i,i,0,i,i,2,-20,-11,-15*
O=C(NC(=S)Nc1cccnc1)c1ccccc1,i,i,i,i,0,i,i,·,4,-12,i
Cc1ccc(NS(=O)(=O)c2cc(C(=O)OCC(=O)NCC3CCCO3)ccc2C)cc1 (configuration not stated),i,i,i,i,0,i,i,0,·,-14,i
Fc1ccc(N2CN(Cc3cccnc3)CNC2=S)cc1,i,i,i,i,-1,i,i,-1,·,-12,i
Cc1noc(C)c1C(=O)Nc1nc2ccc(S(C)(=O)=O)cc2s1,i,i,i,i,3,i,i,0,5,-8,i
Cc1cc([N+](=O)[O-])nn1CC(=O)N(C)Cc1ccccc1,i,i,i,i,-2,i,·,2,1,-6,i
C/C(=C\C(=O)N1CCc2ccccc21)C(=O)O,i,i,i,i,·,i,i,2,3,-4,i
c1ccc(C2=NNC(=NCc3ccc4c(c3)OCO4)SC2)cc1,i,i,i,i,-1,i,i,1,-10,-10,i
Cc1cc(C)n(CCC(=O)N/N=C/c2ccc(O)cc2)n1,i,i,i,i,6,i,i,-22,10,-3,i
CC(C)C(c1nnnn1Cc1ccccc1)N(CCCO)Cc1cc2cc3c(cc2[nH]c1=O)OCO3 (configuration not stated),i,i,i,i,-1,i,i,0,-2,-7,i
Cc1ccc(CNc2cc(C(=O)O)ccc2C)s1,i,i,i,i,-1,i,i,3,·,-9,i
Cc1ccc(C(=O)Nc2cccc(C(O)c3ccccc3)c2)cc1 (configuration not stated),i,i,i,i,0,i,i,-1,18,-8,i
Cc1ccc(S(=O)(=O)c2nc(S(C)(=O)=O)sc2N2CCOCC2)cc1,i,i,i,i,-1,i,i,2,-5,-6,i
O=C(O)c1ccc(-c2nnc(-c3ccccc3)o2)cc1,i,i,i,i,-3,i,i,-7,22,-8,i
CN1/C(=C/C(=O)CSc2ccccc2C(=O)O)C(C)(C)c2ccccc21,i,i,i,i,-4,i,i,4,-8,1,i
COc1ccc(S(=O)(=O)N2CC(C(=O)O)Oc3ccc(Cl)cc32)cc1 (configuration not stated),i,i,i,i,-4,i,i,6,-3,-4,i
CCN(CC(=O)Nc1ccc(NC(C)=O)cc1)C(=O)CSCc1c(C)noc1C,i,i,i,i,-4,i,i,0,-3,-14,i
COc1ccccc1CC(=O)NNS(=O)(=O)c1ccc([N+](=O)[O-])cc1,i,i,i,i,-1,i,i,4,4,-13,i

# Profiles, looked up by structure.
# Cc1ccc(S(=O)(=O)c2nc(S(C)(=O)=O)sc2N2CCOCC2)cc1 as listed: RGS4 pot = i; KCNQ1 pot = i; KCNQ1 block = i; KCNK3 inh = i; GSK3A inh = -1; RGS4 inh = i; PolyA inh = i; GSK3B inh = 2; DYRK1A inh = -5; hERG rescue = -6; KCNK9 inh = i
# COc1ccccc1CC(=O)NNS(=O)(=O)c1ccc([N+](=O)[O-])cc1 as listed: RGS4 pot = i; KCNQ1 pot = i; KCNQ1 block = i; KCNK3 inh = i; GSK3A inh = -1; RGS4 inh = i; PolyA inh = i; GSK3B inh = 4; DYRK1A inh = 4; hERG rescue = -13; KCNK9 inh = i

# The results go on:
SMILES,RGS4 pot,KCNQ1 pot,KCNQ1 block,KCNK3 inh,GSK3A inh,RGS4 inh,PolyA inh,GSK3B inh,DYRK1A inh,hERG rescue,KCNK9 inh
CCN1CCN(CCCNC(=O)CS(=O)(=O)Cc2nc(-c3ccccc3C)oc2C)CC1,i,i,i,i,-1,i,i,-2,-4,-4,i
COc1ccc(OC)c(C(c2nnnn2C(C)(C)C)N2CCc3ccccc3C2)c1 (configuration not stated),i,i,i,i,-2,i,i,-1,2,-6,i
CCC(C)c1ccc(O)c(N)c1 (configuration not stated),i,i,i,i,0,i,i,-1,0,-10,i
CC(Nc1nc(-c2ccc(F)cc2)cs1)c1nc2cc(Cl)c(N3CCCCC3)cc2n1CCOCCO (configuration not stated),i,i,i,i,-1,i,i,-1,6,-5,i
COc1cccc(N(C(=O)Cn2nnc(-c3cccs3)n2)C(C(=O)NC2CCCCC2)c2ccncc2)c1 (configuration not stated),i,i,i,i,-2,i,i,1,-8,-11,i
Cn1c(SCC(=O)NC2CCCCC2)nnc1-c1ccccn1,i,i,i,i,-4,i,i,-27,16,-6,i
CC(=O)N(CN1C(=O)c2ccccc2C1=O)c1cccc(C)c1,i,i,i,i,-1,i,i,1,3,-10,i
Cc1cc(NC(=O)CN2CCCCC2C)no1 (configuration not stated),i,i,i,i,-1,i,i,4,6,-1,i
Clc1ccc(-c2nnc(C3CCCCC3)o2)cc1,i,i,i,i,-1,i,i,-1,7,-9,i
CCC(C)NC(=O)CCC(=O)NNc1nc2ccccc2c2nc(C)nn12 (configuration not stated),i,i,i,i,2,i,i,2,-3,-7,i
O=C(O)CCCC(=O)Nc1ccc(-n2ccc(C(F)(F)F)n2)cc1,i,i,i,i,-1,i,i,-1,4,-4,i
Cc1sc2ncnc(SCC(=O)NC3CCCC3)c2c1C,i,i,i,i,-3,i,i,0,25,-4,i
Cc1ccc(C(c2nnnn2C2CCCC2)N2CCN(c3nc4ccccc4s3)CC2)cc1 (configuration not stated),i,i,i,i,0,i,i,2,-3,-5,i
O=C(Cn1ncn2nc(-c3ccccc3)cc2c1=O)NCc1ccccn1,i,i,i,i,-1,i,i,0,-1,-11,i

# High-throughput results from PubChem.

# Some of the compounds tested, so the mix of outcomes need not match the whole.
